Source: PubChem
F508del corr – correctors of CFTR F508del function in bronchial epithelial cells; CFBE cells, YFP halide quenching; stimulated with forskolin plus potentiator P3; % fluorescence drop versus neutral controls; activity (quench increase), % at 7.58 µM; actives 0.36% (n = 350,000); AID 720511;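 active means mean added fluorescence quench of at least 8% versus neutral control, with both replicates also reaching 8%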;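 further: cells transiently co-express mutant CFTR-F508del with the halide-sensitive YFP; corrector assay measuring rescue of mutant channel to the surface after 24 h compound exposure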
FN deposit inh – fibronectin deposition inhibition. AH1F fibroblasts, Alexa488-fibronectin deposition fluorescence, overnight. inhibition, % at 12.6 µM. actives 0.086% (n = 350,000). AID 743247;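 active means mean inhibition across replicates of 30% or more, regardless of how many single replicates reach that level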;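 further: positive control wells lacked labelled fibronectin entirely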
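Measured by – fluorescence 485/525 nm · System – AH1F fibroblast monolayer, labelled fibronectin deposition · Amount – 10000 cells per well · Buffer or medium – serum-reduced DMEM (2% serum) · Doses – single dose, pinned · Also added – fluorescent fibronectin at 24 nM final · Schedule – 1 h cell attachment, overnight exposure to compound and label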
PGC1a acetyl inh – modulators of PGC1a acetylation | inhibition, % at 15.6 µM | actives 0.17% (n = 350,000) | U2OS PGC1a acetylation, AlphaScreen anti-acetyl-lysine; with virally co-expressed GCN5 acetyltransferase | AID 651687;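 active means every replicate shows inhibition of at least 40%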;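 further: 0% = neutral control wells and 100% = positive control wells; some results beyond the cut were filed as inactive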
Cneo AK release – causes C. neoformans cell lysis; adenylate kinase release luminescence, 4 h; normalised: neutral wells 0, clomiphene wells 100; lysis activity, % at 15 µM; actives 0.2% (n = 360,000); AID 651654;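 active means mean lysis activity across replicates of at least 80%, whatever share of replicates individually reach that level; inactive means mean lysis activity below 80%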
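Material – Cryptococcus neoformans yeast cells · Quantity – 5 × 10^6 yeast cells/mL · Buffer or medium – YPD medium · Compound – single dose · Timing – 4 h static compound exposure, 37 °C, read 1 h post-reagent · Signal – adenylate kinase release luminescence · Read-out basis – lysis from increased AK signal · Benchmarks – Clomiphene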
PglD DTNB – blocks C. jejuni PglD acetyltransferase activity. actives 0.098% (n = 360,000). purified PglD enzyme, DTNB colorimetric CoA detection. inhibition, % at 12.5 µM. AID 602405; in the data active means inhibition above about 16%, passing the limit was not always enough; further: strong numbers were not always called active
C2C12 statin – protects C2C12 myotubes from simvastatin toxicity; rescue of ATP level, % at 7.49 µM; ATP luminescence, 48 h; scaled: DMSO 0, geranylgeraniol control 100; AID 602340; actives 0.78% (n = 330,000);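 active means mean ATP rescue above about 67%, or every replicate alone reaching that limit, limit read from the data, passing the limit was not always enough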;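 further: myotubes were challenged with 10 µM simvastatin during compound exposure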
miR-122 sensor – miR-122 inhibition in Huh7 cells. Huh7 miR-122 Renilla luciferase sensor, 48 h; neutral wells = 0, positive control = 100. activation (reporter increase), % at 12.5 µM. actives 0.3% (n = 340,000);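 active means mean replicate activation score at least 90 and every replicate individually at or above 90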;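 further: higher luciferase means less miR-122 activity so hits act as miR-122 inhibitors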
GSIS activator – primary screen for activators of insulin secretion dependent on glucose, INS-1E cells, GLuc reporter luminescence; INS-1E GLuc reporter insulin secretion, 2-3 h; activation, % at 16.6 µM; actives 0.61% (n = 370,000); AID 743287;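 active means lowest replicate activation of at least 40%, so every replicate reaches that level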;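 further: 0% = median of neutral control wells and 100% = median of IBMX positive control wells; some compounds called inactive have numbers as strong as hits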
Numbers without * were called inactive; nt = not tested or not shown; & = joins results of further samples; [ ] = dose if it differs, or a comment. A portion of the library; the hit share may differ from the screen's.

Under each structure – F508del corr, FN deposit inh, PGC1a acetyl inh, Cneo AK release, PglD DTNB, C2C12 statin, miR-122 sensor, GSIS activator
C[N+]12CCC(CC1)C(C(O)(c1ccccc1)c1cccs1)C2 (centres undefined)
  nt, nt, 6, -4, 5, 14, 1, nt
Cc1cc(C(=O)CN2CCCC2)c(C)n1-c1ccc(F)cc1
  2.5, -5, -5, 6, 0, nt, 9, 15
N#Cc1ccc(-c2ccc([C@@H]3[C@H]4CN(C(=O)Cc5ccccc5)CCCCN4[C@H]3CO)cc2)cc1
  1.6, nt, -1, -7, -1, -9, -1[16.7 µM], 9
CCn1c(O)c(C=Nc2ccc(N3CCOCC3)cc2)c(=O)n(CC)c1=S
  nt, -31, 8, 2, -6, 3, 2, nt
CCCCN1C(=O)NC(=O)C2(Cc3c(nc4c(C)cccn4c3=O)N3CCc4ccccc4C32)C1=O (centres undefined)
  nt, 2, -68, 2, 0, 16, -6, nt
Cc1ccc(S(=O)(=O)N2CCCCC2)cc1NC(=O)CN1CC=C(c2ccccc2)CC1
  nt, -10, 3, 6, -1, nt, 2, -27
O=C(O)c1cccc(N=Nc2c(O)[nH]c(=O)[nH]c2=O)c1
  0.3, 1, -8, 3, -9, -6, -2, 24
C1=C(c2c[nH]c3ccccc23)CCN(Cc2ccccc2)C1
  6.5, 14, nt, nt, nt, -100, 4, 11
COc1ccc(-c2cc(=NCCCCCC(=O)O)c3cc(C)ccc3o2)cc1
  -1.8&-0.9, 6&5, -6, nt, nt, nt, -8, 12
CCC(CO)Nc1ccc([N+](=O)[O-])c2cccnc12 (centres undefined)
  nt, 5, 50, 2, -9, 10, -8, nt

Record cards, as listed above.
`N#Cc1ccc(-c2ccc([C@@H]3[C@H]4CN(C(=O)Cc5ccccc5)CCCCN4[C@H]3CO)cc2)cc1` is listed with F508del corr = 1.6; FN deposit inh = nt; PGC1a acetyl inh = -1; Cneo AK release = -7; PglD DTNB = -1; C2C12 statin = -9; miR-122 sensor = -1[16.7 µM]; GSIS activator = 9
`Cc1cc(C(=O)CN2CCCC2)c(C)n1-c1ccc(F)cc1` is listed with F508del corr = 2.5; FN deposit inh = -5; PGC1a acetyl inh = -5; Cneo AK release = 6; PglD DTNB = 0; C2C12 statin = nt; miR-122 sensor = 9; GSIS activator = 15

Continuation.
Under each structure – F508del corr, FN deposit inh, PGC1a acetyl inh, Cneo AK release, PglD DTNB, C2C12 statin, miR-122 sensor, GSIS activator
C#C[C@]1(O)CCC2C3C(CC[C@@]21C)[C@@]1(C)CC[C@@H](O)CC1=C[C@H]3O (some centres undefined)
  0.8, 6, nt, -1, 3, 4, 2, -6
O=c1c2ccccc2nc(-c2ccccc2)n1-c1ccccc1O
  -1.0, -5, nt, 0, -1, -6, nt, 10
COC(=O)C1=C(c2ccc(OC)c(OC)c2)C[C@@H]2CC[C@H]1N2C(=O)NC1CC1
  -2.8, 15, nt, -3, 4, 2, nt, nt
CCCCn1c(O)c(C(CC)=Nc2ccc(C(=O)O)cc2)c(=O)[nH]c1=O
  nt, -12, nt, -1, 0, nt, 0, nt
Cn1cc(C(=O)NC2CC2)c2ccccc21
  1.6, -3, -3, 4, -1, -7, -5, 4
COc1ccc2c(c1)[C@]13CCCCC1C(C2)N(C)CC3 (some centres undefined)
  -1.0, -5, nt, 2, -4, -14, nt, -1
COc1cccc(-n2c(O)c(C=NCCN3CCNCC3)c(=O)[nH]c2=S)c1
  -2.0, 2, nt, nt, nt, -3, nt, -1
Cc1ccc(C(=O)Nc2ccc(Cl)cc2C(=O)c2ccccc2)cc1
  nt, -2, -3, 2, -1, 3, 114*, -8
CCOC(=O)C(c1c(O)c2ccccc2oc1=O)c1c(O)c2ccccc2oc1=O
  -0.8, 6, -20, -1, -1, 8, 6, 0
CC(=O)O[C@@H]1/C=C/[C@](C)(O)C[C@@H](C)C/C=C/[C@H]2[C@H](O)[C@@](C)(O)[C@@H](C)[C@H]3[C@H](Cc4ccccc4)NC(=O)[C@@]312
  nt, nt, 8, 0, -1, -12, -10, nt
COC(=O)[C@@H]1[C@@H](CO)[C@@H]2Cn3c(ccc(-c4ccccc4F)c3=O)[C@H]1N2Cc1ccncc1
  1.2, nt, 2, -3, 0, 15, 6[16.7 µM], 21
CC(=O)NC(=O)NC(C)Cc1ccccc1 (centres undefined)
  nt, 8, 1, 5, -2, 5, 1, nt
OC(CNCc1ccccc1)c1ccc(Cl)cc1 (centres undefined)
  1.6, -5, -3, 2, 5, 0, nt, 4
COC(=O)C1=C(c2ccccc2OCc2ccccc2)C[C@@H]2CC[C@H]1N2C(=O)NCCOc1ccccc1Cl
  0.6, -4, -27, 0, 0, -5, 4, 9
O=C(O)CC[N+](=O)[O-]
  0.3, 6, 6, 2, 4, -2, -2, nt
COc1ccc(OCC(=O)N2CCN(Cc3ccc4c(c3)OCO4)CC2)cc1
  1.8, nt, 0, -1, 8, -1, 6, -8
N#CCCn1cc(C(=O)NCc2ccccc2)c(-c2ccccc2)n1
  -1.0, 2, 7, nt, nt, nt, nt, -13
CC(=O)O[C@H]1C(=O)[C@@]2(C)C([C@H](OC(=O)c3ccccc3)[C@]3(O)C[C@H](O)C(C)=C1C3(C)C)[C@]1(OC(C)=O)CO[C@@H]1C[C@H]2O (some centres undefined)
  -1.5, nt, 12, -1, -1, -7, 3, -10
CCc1ccc(CNCCc2c[nH]c3ccccc23)cc1
  -1.7, 3, 16, 3, -3, -6, -3, -15
CN1CCN(c2ccc(N)cc2Cl)CC1
  -6.1, 10, -3, nt, nt, nt, 0, -9

Some values from the results shown.
CC(=O)O[C@H]1C(=O)[C@@]2(C)C([C@H](OC(=O)c3ccccc3)[C@]3(O)C[C@H](O)C(C)=C1C3(C)C)[C@]1(OC(C)=O)CO[C@@H]1C[C@H]2O (some centres undefined) in miR-122 sensor shows 3
CC(=O)NC(=O)NC(C)Cc1ccccc1 (centres undefined) in Cneo AK release shows 5
COC(=O)C1=C(c2ccccc2OCc2ccccc2)C[C@@H]2CC[C@H]1N2C(=O)NCCOc1ccccc1Cl in FN deposit inh shows -4

Next section
Under each structure – F508del corr, FN deposit inh, PGC1a acetyl inh, Cneo AK release, PglD DTNB, C2C12 statin, miR-122 sensor, GSIS activator
Cc1nc2cc(-c3ccc(Cl)cc3)nn2c(C)c1CCC(=O)N1CCC2(CC1)OCCO2
  nt, -1, 5, -4, -4, -8, -14, nt
O=C(Cc1cccnc1)N1CCCCN2[C@H](CO)[C@@H](c3ccc(C#CC4CC4)cc3)[C@@H]2C1
  -2.2, nt, 7, 0, 4, nt, 3[16.7 µM], nt
CCOc1cc(-c2nc3c(C)cccn3c2NCC2CCCO2)ccc1O (centres undefined)
  nt, 5, -11, 0, 3, 2, -19, nt
CC(=O)c1ccc(OC(NC(=O)Cc2ccccc2)C(Cl)(Cl)Cl)cc1 (centres undefined)
  nt, nt, 0, 1, 1, -9, nt, nt
COc1ccc(NC(=O)CN(C)C(=O)CSC(c2ccccc2)c2ccccc2)cc1
  -1.7, -2, 9, -2, 0, 8, 4, nt
CC(=NCc1ccc2c(c1)OCO2)c1c(O)n(C)c(=O)n(C)c1=O
  nt, 4, 10, -3, 1, 17, 11, nt
CCn1c(O)c(N=Nc2ccc(S(=O)(=O)N3CCOCC3)cc2)c(=O)n(CC)c1=S
  -7.5, 6, 7, nt, nt, 19, -4, -1
CC(CO)(CO)N=Cc1c(O)n(-c2cccc3ccccc23)c(=O)[nH]c1=O
  nt, nt, -2, 6, -4, -11, -4, nt
COc1ccc(C(c2nnnn2-c2ccc(OC)cc2)N2CCC(n3c(=O)[nH]c4ccccc43)CC2)cc1 (centres undefined)
  4.3, nt, -17, 0, 6, -7, 0, -41
Cn1c(O)c(C=NCCCNC2CCCCC2)c(=O)n(C)c1=O
  nt, nt, 4, -2, -4, -6, 11, -10
CN(C)c1ccc(/C=C2\CC3C4CC=C5CC(O)CCC5(C)C4CCC3(C)C2=O)cc1 (centres undefined)
  nt, nt, 11, -2, 0, 3, -3, 39
CC(C)CCn1c(N)c(C(=O)OCC2CCCO2)c2nc3ccccc3nc21 (centres undefined)
  nt, nt, -15, 11, -1, nt, 4, nt
O=C(CCN1CC2CCC(CC2)C1)c1cccs1
  -0.1, 2, -5, nt, nt, nt, 1, -5
CCC1(C(=O)c2ccc(C)cc2)C2c3ccccc3OC(=O)C21C(=O)O (centres undefined)
  2.1, 6, 5, 5, 6, nt, -3, 17
COc1cccc(C(=O)N2CCC3(CC2)OCCO3)c1
  0.9, -11, nt, -2, 2, 8, -5, -15
Cc1ccc2c(CN3CC=C(c4ccccc4)CC3)cc(=O)oc2c1C
  nt, -3, 2, 6, -3, nt, -8, -19
CCOP(=O)(OCC)C(O)c1ccc(OC)cc1 (centres undefined)
  0.3, 10, 9, 3, -2, nt, 1, nt
CC(=O)CC(=O)C1C(=O)N(C)C(=O)N(C)C1=O
  0.2, 3, 1, nt, nt, nt, nt, 32
COC(=O)[C@@H]1[C@@H](CO)[C@@H]2Cn3c(cccc3=O)[C@H]1N2Cc1nccs1
  nt, nt, nt, -4, 1, -32, nt, 11
CCc1ccc(NC2=NCCCS2)cc1
  -1.5, 13, -7, 0, 1, -6, 3, -1

The list continues.
| SMILES | F508del corr | FN deposit inh | PGC1a acetyl inh | Cneo AK release | PglD DTNB | C2C12 statin | miR-122 sensor | GSIS activator |
| --- | --- | --- | --- | --- | --- | --- | --- | --- |
| CCC(CO)(C(=O)OC1C[N+]2(C)CCC1CC2)c1ccccc1 (centres undefined) | -1.4 | 3 | -7 | -3 | -7 | 6 | 5 | 18 |
| CN1CCN(c2ccc(C=O)cc2)CC1 | nt | 1 | 1 | 2 | -2 | nt | -2 | nt |
| CN1CCN(c2nccc3c2ncn3C)CC1 | nt | -4 | -3 | 2 | -2 | 101* | 7 | nt |
| CCCNC(=O)N1[C@H]2CC[C@@H]1C(C(=O)OC)=C(c1ccc(F)cc1F)C2 | 0.6 | -1 | 8 | 2 | 0 | -2 | -5 | -2 |
| CCOP(=O)(OCC)C(CC)N1CCOCC1 (centres undefined) | nt | nt | 10 | 1 | 5 | nt | 0 | nt |
| CCOC(=O)C1(c2ccccc2)CCN(CC(O)c2ccc(NC(C)=O)cc2)CC1 (centres undefined) | -1.4 | -15 | 5 | -1 | -5 | -7 | nt | 7 |
| Cc1cccc(OCC(=O)N2CCN(Cc3ccncc3)CC2)c1 | nt | nt | -2 | -1 | 11 | -4 | 1 | nt |
| O=C(CCCc1ccc(N(CCCl)CCCl)cc1)NCc1ccccc1 | 5.1 | 4 | -1 | -1 | -8 | -7 | -2 | -12 |
| CC(=O)OC1CC[C@]2(C#N)[C@H]3CC[C@]4(C)[C@H](C5C=CC(=O)O5)CCC4(O)C3CCC2(O)C1 (some centres undefined) | -1.8 | -7 | -5 | -1 | -1 | -8 | 11 | 12 |
| Cn1ccnc1P(=S)(c1nccn1C)N1CCOCC1 | nt | -3 | -20 | 1 | -3 | -8 | 1 | nt |
| CC1CN=C(Nc2ccc(N(C)C)cc2)S1 (centres undefined) | nt | 7 | 8 | 1 | -1 | -22 | 0 | nt |
| CCOC(=O)C(NC(C)=O)C(OC(C)=O)c1cccc(N(CCCl)CCCl)c1 (centres undefined) | nt | nt | -17 | -10 | -4 | 1 | 1 | nt |
| CC(Cc1ccccc1)NC(=O)Cc1ccc([N+](=O)[O-])cc1 (centres undefined) | -2.4 | -12 | nt | -1 | -4 | 0 | nt | 9 |
| Nc1ccccc1C(=O)OCCc1ccccc1 | 1.1 | nt | 7 | -2 | -1 | -18 | 3 | -7 |
